Compound activity as filed in PubChem BioAssay.
697 NFkB inh = inhibitors of PMA/ionomycin-induced NF-kB reporter, 697 cells, primary screen, B-cell NF-kB inhibitor project, cell-based, luminescence, uHTS. 697 B-cell NF-kB luciferase reporter, 16 h. inhibition, % at 4 µM. 0.33% of 330,000 active. AID 435022, 2010; in the data active = inhibition above about 35%
CXCR6 block = CXCR6 receptor inhibitors, primary screen, cell-based, beta-arrestin, luminescence, CHO-K1 PathHunter, 1536-well; AID 602244, 2012; inhibition, % at 20 µM; 0.36% of 360,000 active; C-X-C chemokine receptor type 6 (Homo sapiens), O00574; in the data active = inhibition above about 34%, passing the limit was not always enough;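 note: antagonist mode with CXCL16 agonist at 10 nM final; 0% = 10 nM CXCL16 with DMSO and 100% = unstimulated wells without agonist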
Gli-Sufu block = Gli-Sufu pathway antagonists, primary screen, luciferase luminescence, Sufu-KO-LIGHT cells, uHTS | AID 588413, 2011 | inhibition, % at 5 µM | 0.74% of 340,000 active | Sufu-KO-LIGHT fibroblasts, Gli luciferase reporter luminescence;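 active = inhibition above about 55%, limit read from the data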;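 note: 0% = DMSO-treated cells and 100% = wells with medium but no cells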
Jurkat NFkB inh = inhibitors of induced NF-kB luciferase reporter, primary screen, TCR NF-kB activation inhibitor project, cell-based, luminescence, uHTS | inhibition, % at 4 µM | Jurkat, PMA/ionomycin-induced NF-kB luciferase reporter | AID 435003, 2010 | 0.53% of 330,000 active; in the data active = inhibition above about 50%
CCR6 antag = CCR6 receptor antagonists, primary screen, cell-based, CHO-K1, luminescence, beta-arrestin, uHTS; C-C chemokine receptor type 6 (Homo sapiens), P51684; CHO-K1 CCR6 PathHunter beta-arrestin, CCL20-stimulated; inhibition, % at 20 µM; 0.49% of 340,000 active; AID 493098, 2011;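 active = compounds whose inhibition of the agonist-driven luminescence signal at 20 µM reaches about 50%, limit read from the data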;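 note: cells stimulated with CCL20 at 14 nM final; plate controls were DMSO with CCL20 for no effect and DMSO without agonist for full effect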
CHOP UPR activ = activators of apoptotic CHOP UPR arm, primary screen, cell-based, CHO-CHOP luciferase reporter, luminescence, uHTS. activation, % at 10 µM. UPR activation; percent of tunicamycin response over DMSO baseline. AID 449763, 2010. 0.34% of 330,000 active;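 active = at 10 µM dose, activation of 40% or more, normalized to positive control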;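 note: 100% = tunicamycin at 10 µg/mL and 0% = DMSO alone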
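System: CHO CHOP reporter cells. Amount: 500 cells per well. Buffer or medium: F12 medium, 10% FBS. Compound dosing: one dose, 10 µM in 0.5% DMSO. Incubation: 6 h compound exposure at 37 °C after overnight seeding. Technique: Steady-Glo luciferase luminescence. Benchmarks: tunicamycin and DMSO controls.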
EBI2 antag = EBI2 receptor antagonists, beta-arrestin recruitment, primary screen, cell-based, luminescence, 7a,25-OHC stimulation, uHTS; G-protein coupled receptor 183 (Homo sapiens), P32249; 7a,25-OHC stimulated; inhibition, % at 5 µM; 0.81% of 360,000 active; AID 651636, 2012; in the data active = inhibition above about 38%;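 note: enzyme fragment complementation signal reports receptor beta-arrestin coupling in cells; 0% = agonist plus DMSO wells and 100% = wells without agonist; some results beyond the cut were filed as inactive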
Mdm2-MdmX inh = inhibitors of human Mdm2-MdmX association, primary screen, cell-based, luminescence, split luciferase, SaOS-2, uHTS. Protein Mdm4 (Homo sapiens) + E3 ubiquitin-protein ligase Mdm2 (Homo sapiens), …. inhibition, % at 8 µM. 3% of 330,000 active. AID 485346, 2010. SaOS-2 split-luciferase Mdm2/MdmX complementation;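 active = inhibition of at least 50% at 8 µM in the primary screen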
Target sequence (O15151 whole entry, looked up): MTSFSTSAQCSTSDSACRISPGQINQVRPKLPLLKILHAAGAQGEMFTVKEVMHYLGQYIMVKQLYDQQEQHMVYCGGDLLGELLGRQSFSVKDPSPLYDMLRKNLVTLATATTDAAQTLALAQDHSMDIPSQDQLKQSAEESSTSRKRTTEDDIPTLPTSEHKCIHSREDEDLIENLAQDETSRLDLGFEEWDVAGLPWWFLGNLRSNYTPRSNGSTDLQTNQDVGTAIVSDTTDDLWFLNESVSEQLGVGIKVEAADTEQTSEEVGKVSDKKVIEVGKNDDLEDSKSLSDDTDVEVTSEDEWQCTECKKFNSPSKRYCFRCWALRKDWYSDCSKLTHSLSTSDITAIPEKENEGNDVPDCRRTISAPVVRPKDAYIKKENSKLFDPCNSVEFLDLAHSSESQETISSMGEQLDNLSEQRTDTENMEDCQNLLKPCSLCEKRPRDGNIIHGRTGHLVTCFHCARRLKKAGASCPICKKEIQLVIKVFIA
Target sequence (Q00987 whole entry, looked up): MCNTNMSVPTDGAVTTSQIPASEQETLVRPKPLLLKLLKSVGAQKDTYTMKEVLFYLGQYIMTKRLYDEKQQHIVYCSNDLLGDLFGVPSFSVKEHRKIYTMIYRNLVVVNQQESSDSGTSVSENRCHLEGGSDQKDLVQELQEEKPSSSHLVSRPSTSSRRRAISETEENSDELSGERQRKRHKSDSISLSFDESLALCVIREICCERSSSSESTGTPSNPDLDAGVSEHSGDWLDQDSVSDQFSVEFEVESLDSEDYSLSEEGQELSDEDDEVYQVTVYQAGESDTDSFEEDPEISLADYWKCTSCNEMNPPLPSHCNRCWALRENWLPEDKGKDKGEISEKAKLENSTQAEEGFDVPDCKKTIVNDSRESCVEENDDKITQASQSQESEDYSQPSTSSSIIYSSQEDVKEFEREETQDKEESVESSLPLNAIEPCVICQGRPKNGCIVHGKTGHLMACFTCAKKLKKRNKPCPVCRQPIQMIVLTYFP
XBP1 UPR activ = activators of adaptive XBP1 UPR arm, primary screen, cell-based, CHO-XBP1 luciferase reporter, luminescence, uHTS; IRE1-XBP1 UPR activation; percent of tunicamycin response, DMSO as zero; activation, % at 20 µM; 0.33% of 330,000 active; AID 463104, 2010;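 active = versus positive control, 20 µM dose yields 30% or more activation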;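 note: 100% = tunicamycin at 10 µg/mL and 0% = DMSO only wells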
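Test system: CHO-XBP1 luciferase reporter cells | Buffer or medium: Serum-containing F12 medium, 10% FBS | Schedule: 6 h compound exposure at 37 °C, 5% CO2 | Detection: Steady-Glo luciferase glow luminescence, 10 min after reagent addition | Read-out basis: Activation, % of tunicamycin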
Numbers without * were called inactive; . = no result given.

SMILES	697 NFkB inh	CXCR6 block	Gli-Sufu block	Jurkat NFkB inh	CCR6 antag	CHOP UPR activ	EBI2 antag	Mdm2-MdmX inh	XBP1 UPR activ
CC(CCc1ccccc1)NC(=O)C(=O)Nc1ccccc1 (stereo unspecified)	-96	-2	-18	-61	-2	4.5	-11	-109	1
Cc1cc(/C=N/NC(N)=S)c(C)n1-c1ccc(Cl)cc1	3	16	12	15	31	1.3	10	34	19
O=C(NNS(=O)(=O)c1ccc(Cl)cc1)c1cccs1	-9	-2	-8	5	-4	-2.0	-6	20	0
COc1ccc2c(c1)[nH]c1c(=O)n(CCCn3ccnc3)cnc12	2	1	7	-4	-18	-1.5	2	3	-1
O=C1c2oc3ccccc3c(=O)c2C(c2cccnc2)N1CCCN1CCOCC1 (stereo unspecified)	15	-4	-1	-14	-3	-0.7	1	16	2
COc1ccc(CNC(=O)CSc2n[nH]c(N)n2)cc1OC	2	3	-18	10	8	1.0	-8	5	0
COc1ccc(CSc2nc3ccccc3[nH]2)cc1	-137	-15	-60	-98	3	4.9	-5	-242	-2
Cc1cc(C)nc(NS(=O)(=O)c2ccc(NC(=O)CN3C(=O)S/C(=C\c4ccccc4)C3=O)cc2)n1	-17	-8	0	-4	-8	3.7	-6	16	-2
COc1ccccc1NS(=O)(=O)c1ccc(C)c(C(=O)NNC(=O)c2csc(N3CCOCC3)n2)c1	8	2	-1	11	5	-0.4	-1	-9	-1
O=C(COc1nc2ccccc2nc1N1CCOCC1)Nc1ccc(S(=O)(=O)N2CCCC2)cc1	20	8	8	8	4	2.4	-4	2	1
CCC(=O)N1CCN(c2ccc(NC(=O)c3ccc4c(c3)OCO4)cc2)CC1	5	-6	0	13	13	2.0	-17	5	3
O=S1(=O)CCOC[C@H](c2ccccc2)N1Cc1cccc(Cl)c1	15	0	-13	-14	2	-1.5	8	10	0
Cn1nc(-c2ccccc2)c2cc([N+](=O)[O-])ccc21	-10	6	6	5	8	-1.6	4	22	0
CC1=C(C#N)C(NC(=O)C2CC2)(C(F)(F)F)C(=O)N1 (stereo unspecified)	-4	-20	4	-8	0	-0.4	-12	5	-2
CCC(C)(C)c1ccc(OCCCC[n+]2cccc(C)c2)c(C(C)(C)CC)c1	.	-12	87*	.	22	.	-3	.	.
CN1CCN(C(=S)NC(=O)c2ccco2)CC1	1	-1	-1	1	-1	-2.2	0	21	1
O=c1[nH]c2cc3c(cc2cc1CN(CCc1ccccc1)C(=S)NCCCN1CCOCC1)OCCO3	.	1	0	.	9	.	-5	.	.
CC(C)n1cnc2c(N(C)c3cccc(Cl)c3)nc(N(CCO)CCO)nc21	-8	1	6	4	8	0.4	14	19	8
COc1ccc(Nc2c3c(nc4ccccc24)CCC3)c(OC)c1	-23	-4	30	43	13	-1.5	5	47	0
C[C@H](CO)N1C[C@H](C)[C@@H](CN(C)Cc2ccc3c(c2)OCO3)Oc2c(NC(=O)C3CCCCC3)cccc2C1=O	2	8	32	7	18	1.0	2	16	-1
CCOc1ccc(CCNC(=O)COC(=O)c2cc(S(=O)(=O)N3CCOCC3)ccc2F)cc1OCC	-22	-5	4	12	2	1.2	-9	9	-3
C=CCn1c(=O)c(C(=O)NCCc2ccc(Cl)cc2)c(O)c2cc(OC)c(OC)cc21	-9	-1	-3	8	-22	-1.5	4	6	-2
CCSCc1nnc(SCC(=O)Nc2cccc(SC)c2)n1C	-7	2	-4	11	-1	0.4	-2	11	3
COCCn1c(SCC(=O)N(C)c2ccccc2)nc2c([nH]c3ccccc32)c1=O	-15	-5	8	0	-5	1.2	5	-9	-6
O=C(c1cn(Cc2ccccc2)nc1-c1cccnc1)N1CCc2ccccc2C1	18	-5	5	9	8	-1.3	-13	-10	0
O=C(N/N=C\c1ccccc1)c1cccc(C(=O)N/N=C\c2ccccc2)n1	-26	-16	-26	11	-12	8.2	-8	-18	8
COc1ccc(CCC(=O)NCCS(=O)(=O)N2CCN(c3ccc(F)cc3)CC2)cc1	4	4	2	9	2	1.6	-2	4	-4
CCOc1cc(/C=C/C(=O)O)ccc1OCCO	12	6	-3	10	-8	1.3	-4	-2	0
CCCn1nnc(NC(=O)c2cccnc2Cl)n1	12	4	-12	9	3	2.3	-15	-9	-3
O=C(NCCCN1CCOCC1)c1nn2c(C(F)(F)F)cc(-c3ccco3)nc2c1Cl	0	-2	-11	-2	4	0.1	0	14	-1

Some entries already given, reduced to CHOP UPR activ and 697 NFkB inh.
mol	CHOP UPR activ	697 NFkB inh
C[C@H](CO)N1C[C@H](C)[C@@H](CN(C)Cc2ccc3c(c2)OCO3)Oc2c(NC(=O)C3CCCCC3)cccc2C1=O	1.0	2
COc1ccc(Nc2c3c(nc4ccccc24)CCC3)c(OC)c1	-1.5	-23
O=C(c1cn(Cc2ccccc2)nc1-c1cccnc1)N1CCc2ccccc2C1	-1.3	18
COCCn1c(SCC(=O)N(C)c2ccccc2)nc2c([nH]c3ccccc32)c1=O	1.2	-15

Following part
SMILES	697 NFkB inh	CXCR6 block	Gli-Sufu block	Jurkat NFkB inh	CCR6 antag	CHOP UPR activ	EBI2 antag	Mdm2-MdmX inh	XBP1 UPR activ
COc1cccc(-c2ncc3ccccc3c2COC(=O)N2CCCCC2)c1	-19	7	9	0	14	-1.1	10	13	-2
C[C@H](CO)N1C[C@H](C)[C@@H](CN(C)C(=O)Nc2ccccc2)Oc2ccc(NC(=O)c3ccncc3)cc2C1=O	10	-6	-5	9	-1	1.0	8	-13	5
O=C(CCCCn1c(=O)c2ccccc2n(Cc2ccccc2F)c1=O)NC1CCN(Cc2ccccc2)CC1	-22	3	4	-5	34	-1.6	18	30	-2
Cc1nn(-c2ccccc2)c(C)c1NC(=O)COC(=O)C1CC(=O)N(CCc2ccccc2)C1 (stereo unspecified)	8	-13	-2	14	1	-0.6	-9	24	0
O=C(Cn1cc(COc2c(Br)cc(F)cc2Br)nn1)c1ccc(O)cc1	.	17	1	.	21	.	10	.	.
C=CCOc1ccc(/C=C2/C(=O)ON=C2C)cc1OCC	-11	-10	-3	-13	-16	1.0	-5	5	-3
Cc1cccn2c(=O)c3cc(C(=O)N4COCC4(C)C)n(Cc4ccccc4)c3nc12	-30	1	10	-5	13	-0.9	16	22	-1
CN(Cc1ccccc1)C(=O)CCn1c(=O)oc2ccccc21	9	1	-4	12	0	1.2	3	-19	-1
COc1ccc(N2C(=O)CSC(c3ccccc3)C2=O)cc1 (stereo unspecified)	13	2	7	-7	7	0.2	-8	3	-1
Cc1ccc(OCc2cc(C(=O)NCC(C)(C)N3CCOCC3)no2)cc1C	-156	-11	-38	-138	6	4.6	14	-107	0
Cc1cc(NC(=O)CC(CN(C)S(=O)(=O)c2ccccc2)c2ccccc2)no1 (stereo unspecified)	-8	8	.	10	4	0.6	8	9	-1
NNC(=O)c1nn(-c2ccccc2)cc1O	0	.	.	3	.	-0.4	.	-3	-6
Cc1nonc1NC(=O)c1ccc(Cl)c(S(=O)(=O)N2CCCCC2)c1	19	1	-7	3	-3	-2.0	6	15	-3
CN(C)S(=O)(=O)c1ccc(Cl)c(-c2nnc3n2CCCCC3)c1	-3	0	0	8	3	1.8	1	-44	-4
CC1CC(C)CN(C(=O)c2cccc(NC(=O)CC3SC(N4CCCCC4)=NC3=O)c2)C1 (stereo unspecified)	5	5	4	10	3	-0.8	-6	29	-2
CSC(SC)=C(C#N)C(=O)c1ccccc1	-53	21	6	6	41	39	-3	13	-8
CCCCn1c(N)c(N(CCOC)C(=O)C2CCN(S(=O)(=O)c3ccc(C)cc3C)CC2)c(=O)[nH]c1=O	24	5	-3	-7	5	-0.8	-3	20	0
Cc1ccc(S(=O)(=O)NCC2CCC(C(=O)NC3CCCCC3)CC2)cc1 (stereo unspecified)	-13	-3	7	-33	11	-3.6	-1	-14	-2
Cc1noc(C)c1C(=O)N1CCCC1	-3	0	-1	10	-8	2.6	-2	16	-4
O=C(NC(NC(=S)Nc1cccc(Cl)c1)C(Cl)(Cl)Cl)OCc1ccccc1 (stereo unspecified)	-32	-14	-3	-9	9	-2.1	13	92*	6
CCN(CC)CCCN1C(=O)c2oc3ccccc3c(=O)c2C1c1cccnc1 (stereo unspecified)	17	-2	1	-11	-9	-1.1	1	-12	-1
O=C(CCCn1c(=S)[nH]c2cc3c(cc2c1=O)OCO3)NC1CC1	-42	-2	3	-31	5	-2.0	-11	8	-2
COC(=O)c1cc(COC(=O)c2ccc(OC)c(S(=O)(=O)N3CCCC3)c2)oc1C	.	-2	9	.	10	.	1	.	.
CN1C(=O)c2ccccc2C(C(=O)NCCCN2CCCC2)C1c1c[nH]c2ccccc12 (stereo unspecified)	2	8	-22	-3	17	0.5	-6	-10	-2
C/C(=C/CCC(C)(O)C1CC[C@@]2(C)[C@@H]3CC=C4[C@@H](CC[C@H](O[C@H]5O[C@@H](CO)[C@H](O)[C@@H](O)[C@@H]5O)C4(C)C)[C@]3(C)C(=O)C[C@]12C)CO[C@@H]1O[C@H](CO)[C@@H](O)[C@H](O)[C@H]1O (stereo partly specified)	-2	2	-5	-7	0	0.6	-10	-7	-2
CCC(=O)Nc1cc(-c2nnc(OC)c3ccccc23)ccc1N1CCOCC1	13	0	10	0	-9	0.9	-1	8	-1
COC(=O)c1ccc(CN2CCC(CO)(Cc3ccccc3Cl)CC2)cc1	17	4	13	5	3	-1.8	0	10	-4
Cc1ccc(S(=O)(=O)N2CCCC2C(=O)OCc2ccco2)cc1 (stereo unspecified)	9	8	-26	1	14	-0.5	-8	17	-2
Cc1ccc(-n2nnnc2SCC(=O)c2cc(C)n(CC3CCCO3)c2C)cc1 (stereo unspecified)	-35	4	-9	-1	11	-2.2	-5	-2	-1
COCCn1c(=NC(=O)CCS(=O)(=O)c2ccccc2)sc2cc(C)ccc21	-8	19	8	5	18	0.3	5	-3	-2
Cc1cc(C)n(CC(=O)N2N=C(C(F)F)CC2(O)C(F)F)n1 (stereo unspecified)	-12	2	-4	-6	5	0.6	-5	7	1
CCc1nc(C)ccc1OCC(=O)N1CCc2c([nH]c3ccccc23)C1c1ccccn1 (stereo unspecified)	-3	-1	6	-3	19	-0.4	-9	23	-1
CC(NCC(O)COc1ccc(Br)cc1)c1ccccc1 (stereo unspecified)	7	-7	58*	1	7	0.7	43	5	-1
Nc1nc(SCc2c(Cl)cccc2Cl)n[nH]1	-19	-4	2	-15	2	0.9	-7	8	6
Cc1cc(-c2nnc(CCC(=O)NC(C)c3ccc(F)cc3)o2)no1 (stereo unspecified)	5	4	-9	-16	-8	0.9	-4	23	0
